# UBC13 inh: blocks human UBC13 polyubiquitin chain formation; P61088; TR-FRET; hit rate 0.47% among 330,000; inhibition, % at 20 µM; in the data active means inhibition above about 45%, passing the limit was not always enough; inconclusive means no clear call, values can overlap the other calls
# Target sequence (P61088 whole entry, looked up): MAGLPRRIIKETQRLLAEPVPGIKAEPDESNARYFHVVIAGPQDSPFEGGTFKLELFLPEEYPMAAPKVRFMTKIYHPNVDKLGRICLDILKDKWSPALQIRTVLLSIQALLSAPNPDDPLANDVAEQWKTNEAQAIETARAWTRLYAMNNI
# SENP7 inh: inhibitors of human SENP7 protease | Q9BQF6 | recombinant SENP7, Z-RLRGG-aminoluciferin luminescence, 40 min | inhibition, % at 5 µM | hit rate 1.5% among 330,000;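 active means inhibition above about 50% at the single test dose, limit read from the data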;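 further: plate controls were DMSO with enzyme for no effect and no enzyme buffer wells for full effect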
# Target sequence (Q9BQF6 706-1050 limits assumed): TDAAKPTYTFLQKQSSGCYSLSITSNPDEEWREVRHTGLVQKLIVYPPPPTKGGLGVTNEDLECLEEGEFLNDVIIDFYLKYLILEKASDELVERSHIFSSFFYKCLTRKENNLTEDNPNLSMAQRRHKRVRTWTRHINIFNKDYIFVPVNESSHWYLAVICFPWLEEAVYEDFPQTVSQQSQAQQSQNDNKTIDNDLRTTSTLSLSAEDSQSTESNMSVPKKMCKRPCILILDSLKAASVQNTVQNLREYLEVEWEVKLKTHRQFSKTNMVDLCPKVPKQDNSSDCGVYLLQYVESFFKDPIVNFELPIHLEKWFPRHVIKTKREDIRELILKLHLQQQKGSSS
# PfGluPho inh: PfG6PD (Plasmodium falciparum) enzyme inhibition; inhibition, % at 20 µM; hit rate 0.78% among 350,000; AID 504690; PfGluPho enzyme, NADPH resazurin-diaphorase fluorescence;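 active means inhibition reaching at least a set limit at 20 µM in the primary screen, cut at about 59% in these data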;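 further: 0% = DMSO wells with substrate and 100% = DMSO wells lacking glucose-6-phosphate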
# HKDC1 inh: blocks human hexokinase HKDC1 activity; recombinant HKDC1, G6PDH/diaphorase resazurin coupled fluorescence; inhibition, % at 20 µM; hit rate 0.16% among 340,000;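 active means inhibition above about 35% when tested at 20 µM, limit read from the data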;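 further: plate controls were DMSO wells with enzyme for no effect and DMSO wells lacking enzyme for full effect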
#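 Incubation: 90 min at room temperature in dark / Material: recombinant HKDC1 (HK5) hexokinase enzyme, produced in-house / Quantity: enzyme 5 µg/mL final / Compound: one dose of 20 µM, 1% DMSO / Reagent: glucose and ATP substrates / Buffer or medium: Tris pH 8.0 buffer with MgCl2, Tween-20, BSA, BME / Technique: resorufin fluorescence at 613 nm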
# SENP8 block-1: SENP8 (human) protease inhibition; Q96LD8; recombinant SENP8, Nedd8 substrate fluorescence; inhibition, % at 20 µM; hit rate 0.64% among 360,000; AID 602440; in the data active means inhibition mostly above about 40%, no sharp cut-off; inactive means mostly below about 27%
# Target sequence (Q96LD8 whole entry, looked up): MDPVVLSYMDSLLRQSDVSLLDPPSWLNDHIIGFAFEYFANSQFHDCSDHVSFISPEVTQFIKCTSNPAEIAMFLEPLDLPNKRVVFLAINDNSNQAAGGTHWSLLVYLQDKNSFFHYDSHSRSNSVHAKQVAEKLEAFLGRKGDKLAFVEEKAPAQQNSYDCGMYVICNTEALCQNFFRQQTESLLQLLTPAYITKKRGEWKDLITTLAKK
# SENP8 block-2: inhibitors of human SENP8 protease. Q96LD8. purified SENP8, Z-RLRGG-aminoluciferin cleavage, luminescence. inhibition, % at 10 µM. hit rate 1.2% among 330,000. AID 2540; in the data active means inhibition above about 50%
# beta cell repl: inducers of beta-cell replication in MIN6 cells. MIN6 cells proliferation, ATPlite luminescence, 48 h; cells starved in 0.2% serum; 100% = growth in 10% serum. proliferation, % at 10 µM. hit rate 0.29% among 330,000. AID 2380;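 active means compounds whose signal lies at least 3.5 SD above the mean of all wells on their plate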;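 further: 0% = DMSO-treated cells in low-serum medium and 100% = 10% serum control; some compounds called inactive have numbers as strong as hits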
# SENP1 FRET inh: SENP1 (human) catalytic domain inhibition | Q9P0U3 | recombinant SENP1 catalytic domain, CyPet-SUMO1-YPet FRET cleavage | inhibition, % at 10 µM | hit rate 0.21% among 360,000 | AID 624204;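 active means inhibition at least 30% at 10 µM, raw YFP signal under a set limit, fluorescence ratio 0.5 to 1.5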;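 further: 0% = enzyme with DMSO and 100% = no enzyme wells; some results filed as inactive read as strong as hits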
# Target sequence (Q9P0U3 419-644 limits assumed): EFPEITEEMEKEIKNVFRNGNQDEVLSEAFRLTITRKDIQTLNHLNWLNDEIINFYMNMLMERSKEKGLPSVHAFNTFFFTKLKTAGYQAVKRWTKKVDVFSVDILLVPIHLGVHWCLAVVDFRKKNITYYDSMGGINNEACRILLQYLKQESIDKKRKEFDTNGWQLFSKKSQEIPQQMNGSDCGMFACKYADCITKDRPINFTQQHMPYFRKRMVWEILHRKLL
#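 Assay system – human recombinant His6-tagged SENP1 catalytic domain enzyme · Input – SENP1 enzyme, 20 pM final · Buffer or medium – Tris pH 8 buffer plus EDTA, NaCl, BME, BSA, NP40, catalase · Schedule – 50 min reaction at room temperature · Technique – FRET read of cyan and yellow fluorescence · Control set – no-enzyme wells low, DMSO-plus-enzyme wells high control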
# SENP6 inh: blocks the human protease SENP6 | AID 2599 | Q9GZR1 | Recombinant SENP6 catalytic domain, aminoluciferin luminescence | inhibition, % at 10 µM | hit rate 1.8% among 330,000;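 active means inhibition above about 50% at the single tested dose, limit read from the data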;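 further: plate controls were DMSO wells with enzyme for no effect and DMSO wells lacking enzyme for full effect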
# * = called active by the depositor; ? = inconclusive; . = not tested or not shown; & = joins results of further samples. Rows are unselected (roughly 4% active in at least one column).
SMILES,UBC13 inh,SENP7 inh,PfGluPho inh,HKDC1 inh,SENP8 block-1,SENP8 block-2,beta cell repl,SENP1 FRET inh,SENP6 inh
CCOc1ccc(NC(=O)CN(C)C(=O)/C=C/c2ccco2)cc1OCC,6,-2,7,-6,3,-4,0,2,-19
CC(C(=O)OCC(=O)NC1CCCC1)N1C(=O)c2ccccc2C1=O (stereo not given),-3,2,-10,-2,-1,-2,-4,2,2
O=C(N/N=C/c1ccc[nH]1)c1cc(-c2ccc(Cl)cc2)nc2ccccc12,-10,4,19,-7,12,0,-6,5,13
Cc1cccc(C(=O)NCC(=O)N2CCN(c3ccc(Cl)cc3)CC2)c1,6,-5,4,-5,13,2,0,2,-2
Cc1cc(C)c(C#N)c(SCC(=O)Nc2ccccc2C)n1,-4,-2,2,-11,-41,0,1,1,-36
C(#Cc1ccccc1)CN1CCN(c2ccccn2)CC1,7,-2,-6&2,-2&4,-1&12,-2,-2,-1&3,-8
CC(C)Cc1ccc(C(C)C(N)=NCCc2ccccc2)cc1 (stereo not given),23,-10,10,-5,20,-12,-5,2,-35
CCCCNC(C(=O)Nc1ccc(Cl)c([N+](=O)[O-])c1)c1ccccc1 (stereo not given),-7,-5,10,13,22,-12,-3,-2,0
COc1ccc(C2NC(=S)N(c3ccccc3)C(C)=C2C(=O)Nc2ccccc2)cc1 (stereo not given),-2,-2,-7,-3,22,-7,0,-7,-12
Cc1ccnc(NS(=O)(=O)c2ccc(NC(=O)Cc3cccs3)cc2)n1,-2,3,-17,6,-2,-3,1,-24,7
Cc1nc(NCC2CCCO2)c2nnn(Cc3ccccc3)c2n1 (stereo not given),-2,0,-8,-2,1,-12,-1,-2,-13
CC(C)c1ccc(NC(=O)COC(=O)c2cc(=O)[nH]c3ccccc23)cc1,8,-6,-5,-2,-262,-1,-2,2,2
O=C(COC(=O)CCCC1=NS(=O)(=O)c2ccccc2N1)Nc1ccccc1,0,1,0,-1,7,16,-1,1,-2
Cn1c(=O)n(Cc2ccccc2Br)c2ccccc21,4,3,-14,13,5,-3,2,-2,-18
CCOCCCn1c(SCC(=O)Nc2cc(C(C)(C)C)nn2-c2ccccc2)nc2ccccc2c1=O,18,4,-10,-3,10,6,-3,1,19
C=Cn1cc[n+](CC(=O)c2ccc(Cl)c(Cl)c2)c1,13,-1,7,-2,16,11,0,0,-6
Cc1ccc(S(=O)(=O)Nc2nc3cc(C)c(C)cc3[nH]2)cc1,-2,-3,-17,-6,6,3,5,2,7
O=C(Nc1ccon1)Nc1ccccc1C(F)(F)F,2,-1,-12,1,4,15,0,2,3
CN(C)c1nc(SCCOC(=O)Nc2ccccc2)nc(N(C)C)n1,0,-2,23,2,26,-1,-2,3,4
Oc1ccc(CCC2CCCCN2Cc2nc(C3CC3)no2)cc1 (stereo not given),6,11,-12,-8,10,0,-3,0,-7
CC1CCC(NC(=O)COc2ccccc2C(N)=O)CC1 (stereo not given),7,9,-3,1,19,0,1,-2,-7
O=C(NCc1cccs1)c1csc2c1CCCCC2,1,-3,2,-8,8,14,-3,1,-3
COc1ccc(Br)cc1C(=O)Nc1ccc(Cc2ccncc2)cc1,18,2,21,-7,16,-5,-4,2,-5
Cc1ccc(C(=O)NCC(=O)OC(C)C(=O)Nc2ccc(N3CCOCC3)cc2)s1 (stereo not given),20,3,-3,12,31,7,-2,0,-5
Cc1ccc(C(=O)NC(=S)NCc2cccnc2)c(C)c1,-5,8,-9,-3,3,-5,-1,0,-16
COc1ccc(Br)cc1CNC(C)c1ccccc1 (stereo not given),12,-2,-16,4,26,5,0,0,-10
O=C1CNC(=O)N1Cc1ccc(Br)cc1,1,1,5,-4,.,0,0,.,-6
CCCn1c(SCC(=O)Nc2nnc(C)s2)nnc1-c1ccoc1C,-12,-5,14,-2,22,-12,-1,0,-22
CCc1ccc2c(COC(=O)CNS(=O)(=O)c3ccc(NC(C)=O)cc3)cc(=O)oc2c1,-8,-9,-17,7,-16,-6,0,0,-16
O=C(CNC(=O)Cc1ccccc1)NCc1cccs1,4,0,2,-4,10,-14,0,1,-3
OC(CN(Cc1ccccc1)Cc1ccccc1)c1ccccc1 (stereo not given),.,.,14,-3,12,.,.,2,.
O=C(c1ccc(CN2CCOCC2)cc1)N1CCC(Cc2ccccc2)CC1,4,8,1,-2,9,-1,1,0,-20
COc1ccc(-c2nn(-c3ccccc3)cc2C(=O)N2CCN(S(=O)(=O)c3ccccc3[N+](=O)[O-])CC2)cc1,.,.,6,-4,7,.,.,1,.
CC1CCN(C(=O)c2ccc(NC(=O)c3cccs3)cc2)CC1,-1,-2,11,0,7,-4,-3,2,-25
COc1ccc(N/N=C(\C#N)C(=O)NCCc2ccc(OC)c(OC)c2)cc1,-2,0,-3,9,25,-6,-2,-4,-7
COCc1nnc(NS(=O)(=O)c2ccc(F)cc2)s1,3,-3,1,-1,-5,16,0,-14,-6
S=C(c1ccco1)N1CCOCC1,.,.,-12,3,9,.,.,3,.
CCOC(=O)C1=C(Cc2ccc(C)cc2)C(=O)c2ccccc2C1=O,-33,5,.,.,.,-4,-6,.,25
O=C(NC(=S)Nc1ccc2c(c1)OCO2)c1ccc(Cl)cc1,-7,-13,9,-11,13,-13,-6,-2,-17
COc1ccc2nc(SCC(=O)c3c(N)n(C4CC4)c(=O)[nH]c3=O)[nH]c2c1,3,5,13,-6,0,6,-2,0,11
COc1ccc(C(=O)N/C(=C/c2ccccc2F)C(=O)NCCN2CCOCC2)cc1OC,-9,8,-5,1,8,6,-1,-7,7
COCCN=C1NN=C(c2ccc(NC(C)=O)cc2)CS1,-7,4,10,-12,-74,2,4,2,20
CC[C@H](C)Cc1cn([C@@H](CCCN=C(NC(=O)OC(C)(C)C)NC(=O)OC(C)(C)C)C(=O)NCCCCCCCCCCC(=O)N2CCN(C(=O)OC(C)(C)C)CC2)nn1,54*,-2,3,2,24,8,-8,-2,9
Cc1ccc(NC(=O)C(NS(=O)(=O)c2cccc3nsnc23)C(C)C)nc1 (stereo not given),0,-1,-21,3,2,1,-2,4,9
Cc1nn(-c2ccccc2)c(N2CCCCC2)c1/C=N/O,-1,0,-18,-4,4,-4,-3,2,-12
Cc1ccc(S(=O)(=O)N2CCC(C(=O)Nc3nnc(-c4ccc(F)cc4)s3)CC2)cc1,4,11,-3,-9,-2,1,1,0,-11
COC(=O)C1=C(C)NC(=O)/C1=C\c1cc(C)n(-c2ccc(F)cc2)c1C,-12,4,20,-5,-18,-4,1,0,9
CC(C)NC(=O)NC(=O)COc1cccc2c1OC(C)(C)C2,8,2,10,0,13,-3,-3,1,3
CCOc1ccc(C(=O)Cc2cc3cccc(OC)c3oc2=O)cc1,6,2,-7,-5,3,-8,1,1,-10
S=c1nc(C2CC2)[nH]c2ccccc12,?,-1,7,5,29,1,1,-7,-1
COc1cc(OC)cc(C(=O)N[C@H](C(=O)Nc2ccc3c(c2)OCO3)C(C)C)c1,6,-2,4,2,7,1,-2,2,-14
CCCC(=O)NCCc1nc2ccccc2n1CCC,-1,-13,-7,-8,12,-7,-1,2,-10
CN1C(C(=O)NCC2CC2)CC2Cn3c(nc4ccccc43)C21 (stereo not given),0,-6,8,-1,-6,-4,-6,1,-10
C=CCOc1ccc(C=NNc2ccc(S(=O)(=O)Nc3ccccc3C(=O)O)cc2[N+](=O)[O-])cc1OC,-38,1,-24,51*,38,12,-5,2,-52
CN(Cc1ccccc1)C(=O)c1ccco1,-7,-3,-3,-3,14,-11,2,1,2
O=C(c1ccccc1)N1CCN(C(=O)c2ccccc2)CC1,14,4,-8,7,31,-1,-4,2,-4
O=C(COC(=O)c1ccc[n+]([O-])c1)Nc1ccc([N+](=O)[O-])cc1C(F)(F)F,6,-10,-8,-1,-4,7,5,3,0
CN1CCN(c2oc(-c3ccccc3)nc2S(=O)(=O)c2ccccc2)CC1,5,9,-8,-5,5,6,8,1,-6
Cc1cc(NC(=O)CCCC(=O)O)nc(C)n1,3,0,-3,-8,0,1,-3,1,-36
Cc1nc(Cc2nnc(SC(C)C(=O)Nc3cccc(C#N)c3)o2)cs1 (stereo not given),9,-4,4,-4,14,-13,-3,-1,-5

# Single records, from the list above. Values in the order: UBC13 inh | SENP7 inh | PfGluPho inh | HKDC1 inh | SENP8 block-1 | SENP8 block-2 | beta cell repl | SENP1 FRET inh | SENP6 inh
# `CN1C(C(=O)NCC2CC2)CC2Cn3c(nc4ccccc43)C21` (stereo not given) is entered as 0 | -6 | 8 | -1 | -6 | -4 | -6 | 1 | -10
# `CC1CCN(C(=O)c2ccc(NC(=O)c3cccs3)cc2)CC1` is entered as -1 | -2 | 11 | 0 | 7 | -4 | -3 | 2 | -25
# `CC(C)Cc1ccc(C(C)C(N)=NCCc2ccccc2)cc1` (stereo not given) is entered as 23 | -10 | 10 | -5 | 20 | -12 | -5 | 2 | -35
# `Cn1c(=O)n(Cc2ccccc2Br)c2ccccc21` is entered as 4 | 3 | -14 | 13 | 5 | -3 | 2 | -2 | -18

# The listing continues.
SMILES,UBC13 inh,SENP7 inh,PfGluPho inh,HKDC1 inh,SENP8 block-1,SENP8 block-2,beta cell repl,SENP1 FRET inh,SENP6 inh
Cc1ccc(NC(=O)CSCC(=O)N2CCN(C(=O)c3ccco3)CC2)cc1,-2,8,11,-5,10,-5,0,1,1
CC(OC(=O)C1CC(=O)N(Cc2ccccc2)C1)C(=O)Nc1ccc(F)cc1Cl (stereo not given),2,5,11,0,8,-20,-3,0,-14
CSCCCc1cn([C@@H](CO)C(=O)NCCCCCCCCCCC(=O)N2CCNCC2)nn1,-4,-4,-1,-6,20,-9,-3,3,-14
Cc1ccc(S(=O)(=O)N2CCC(n3nnc4cc(C)ccc43)CC2)cc1,2,1,2,2,19,0,0,0,-2
CCOC(=O)C(CO)(NC(C)=O)C(=O)OCC,2,10,-14,-3,8,-2,1,0,-10
COC(=O)c1ccc(OCCN2CCCCCC2)cc1,-7,-4,-14,-1,13,-9,-4,-1,0
COCCCNC(=O)c1ccc(-c2csc(C)n2)cc1,6,5,-22,1,-3,-4,-1,2,-24
c1cn(CCCNC2=NCCCCC2)cn1,4,-3,7,-2,16,4,4,-2,-2
O=C(NNC(=O)c1ccc(Oc2cc(Cl)cc(Cl)c2)o1)c1ccccc1,?,4,7,-5,6,-9,-3,1,-12
NC(=O)CSc1oc(-c2cccs2)nc1S(=O)(=O)c1ccccc1,-24,4,0,-2,-95,-6,-2,-2,1
CCc1cc(C(=O)NCC(c2ccc(OC)cc2)N2CCOCC2)sc1C (stereo not given),2,-2,7,-5,4,-8,4,2,-12
O=C(CCCn1c(SCC(=O)NCC2CCCO2)nc2ccccc2c1=O)NCc1ccccc1 (stereo not given),-7,0,-3,-4,12,-2,-3,0,-6
O=C(CCc1nnc(CCCc2ccccc2)o1)NCCc1ccco1,8,-2,-10,1,11,0,-3,-2,7
CCN(CC(=O)NCc1ccc(Cl)cc1)C(=O)/C=C/c1ccc(C#N)cc1,-1,-14,-8,-4,-5,-8,-1,0,-32
Cc1ccc2[nH]c(=O)c(CN(Cc3nnnn3Cc3ccccc3)C3CCCC3)cc2c1,-5,3,13,2,-71,-4,-2,-9,-1
N#CCCn1cc(/C=N/NC(=O)c2ccncc2)c(-c2ccccc2)n1,-12,-11,6,-9,5,-10,-1,0,-15
